# BCR signal inh = inhibitors of chronic active B-cell receptor signaling; ABC-DLBCL IkBa-CBG/CBR reporter, luminescence ratio, 4 h; Potency, µM (highest dose often 46.1 µM), without a hit: top-dose ratio change, negative = lower green/red ratio, usual class: inhibitors; actives 0.05% (n = 340,000); active = well fitted inhibition curve with a large enough effect in the signal ratio, with a control signal flat, not every such curve was filed as active; inconclusive = small, poorly fitted or top-dose-only effect, or effect the other way, or a change in a side signal; the % refers to the signal ratio;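 also: potency is read from the fitted curve at half-maximal effect; plate controls were basal doxycycline-induced cells for no effect and cells given 10 µM MG132 for full effect; MG132 reads +100%, hits lower the ratio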
#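 TMD8 human ABC-DLBCL cells with doxycycline-inducible IκBα–green luciferase fusion and unfused red luciferase, in 0.5% FBS medium; compounds up to 46 uM, 4 h at 37C. Green/red luminescence ratio, filter-overlap corrected, fitted to concentration-response curves.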
# TSHR antagonist = antagonists of human thyroid stimulating hormone receptor; P16473; TSHR-expressing cells, TSH-stimulated cAMP HTRF, 2 h; hits give low values; activity change, negative = inhibition, % at 11.5 µM; actives 0.2% (n = 330,000); AID 504810;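 active = activity change below a set negative limit, meaning inhibition stronger than a set level, cut at about -70% in these data; inconclusive = activity change between two set negative limits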; also: % is scaled to controls: 0 for no effect and ±100 for the full control effect
#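 Read-out is FRET at 665 nm (cryptate excitation 337 nm) from a cryptate-tagged anti-cAMP antibody, competed by cell cAMP against cAMP-d2. Compounds are tested on freshly harvested TSHR cells challenged with 4nM TSH (EC80) for 2 hours at 37 deg C.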
# Mito fusion yeast = blocks mitochondrial division or promotes mitochondrial fusion. S. cerevisiae fusion-defective mutant growth rescue, CellTiterGlo 48 h. Potency, µM (highest dose often 46.1 µM), for the others: top-dose growth rescue (activation), actives largely listed as activators. actives 0.23% (n = 320,000). AID 485298;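 also: potency is read from the fitted curve at half-maximal effect; % of control where 0% means no effect; nearly all actives have a fitted effect of over 45% in size; temperature-sensitive fusion mutants such as fzo1-1 at 37 °C on non-fermentable ethanol glycerol medium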
#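 Read-out: ATP-based luminescence (CellTiterGlo, 10 min ambient) reporting growth of fusion-defective ts yeast after 48 hours at 37C on glycerol/ethanol YPEG medium in the presence of compound.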
# Eya2 phos inh = blocks the phosphatase activity of human Eya2. O00167. recombinant Eya2, OMFP fluorescence dephosphorylation (OMFP is methylfluorescein phosphate). Potency, µM (series often up to 76.9 µM), without a hit: at the highest dose activity, negative = inhibition, actives largely listed as inhibitors. actives 0.006% (n = 330,000); also: potency is read from the fitted curve at half-maximal effect; % is scaled to controls: 0 for no effect and ±100 for the full control effect
#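 Eya2 protein (added as 0.2 uM solution) was preincubated with compound for 10 min at ambient temperature in 50 mM HEPES pH 7.5, 50 mM NaCl, 5 uM MgCl2, 0.05% BSA, 1 mM DTT. OMFP (added at 50 uM) then reacted 10 min; fluorescence read at 485/525 nm.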
# TSG101-PTAP inh = blocks PTAP/TSG101 interaction to inhibit HIV-1 budding | Q99816 | Fluorescence polarization, FITC-PTAP peptide / Tsg101 binding | Potency, µM (highest dose often 115 µM), inactives show at the highest dose activity change, negative = inhibition, usual class: inhibitors | 340,000 tested, under 10 active; active = well fitted inhibition curve with a large enough effect in the main read-out, with a control signal flat, not every such curve was filed as active; inconclusive = small, poorly fitted or top-dose-only effect, or effect the other way, or a change in a side signal; inactive = no such curve, though single readings can be large or run the other way; also: potency is read from the fitted curve at half-maximal effect; % of control where 0% means no effect
#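 Tsg101 binding domain (10 uM final) was mixed with compound and a FITC-labeled PTAP peptide (50 nM final) in HEPES pH 7.5 buffer with NaCl, Tween 20, EDTA and TCEP; fluorescence polarization was read after 20 min at r.t.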
# Tb PFK inh = blocks T. brucei phosphofructokinase. T. brucei PFK, ADP-Glo luminescence. Potency, µM (doses to about 57.5 µM), for the others: top-dose activity, negative = inhibition, most hits filed as inhibitors. actives 0.17% (n = 330,000). AID 485367;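 also: potency is read from the fitted curve at half-maximal effect; 0% = uninhibited 1x PFK enzyme wells and -100% = no-enzyme wells; nearly all actives have a fitted effect of over 60% in size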
# Target sequence (O15648 whole entry, looked up): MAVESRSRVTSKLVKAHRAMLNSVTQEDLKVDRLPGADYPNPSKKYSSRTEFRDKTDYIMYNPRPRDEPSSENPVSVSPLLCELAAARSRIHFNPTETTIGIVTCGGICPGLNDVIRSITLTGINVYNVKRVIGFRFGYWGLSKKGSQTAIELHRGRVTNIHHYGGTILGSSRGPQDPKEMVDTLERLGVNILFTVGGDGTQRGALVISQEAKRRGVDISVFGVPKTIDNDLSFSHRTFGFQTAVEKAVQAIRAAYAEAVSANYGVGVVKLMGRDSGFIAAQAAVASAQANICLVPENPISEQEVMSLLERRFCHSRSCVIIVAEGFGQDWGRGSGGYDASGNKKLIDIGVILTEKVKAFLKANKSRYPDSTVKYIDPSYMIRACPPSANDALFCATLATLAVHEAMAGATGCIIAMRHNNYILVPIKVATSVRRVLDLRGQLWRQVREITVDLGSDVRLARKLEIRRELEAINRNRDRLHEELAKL
#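 Activity is normalized to no-enzyme wells (full inhibition) and 1.25 nM enzyme wells (no inhibition). Reaction: 0.5 mM F6P, 0.1 mM ATP, 45 min RT, ADP-Glo luminescence; concentration-response curves fitted and classed by quality.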
# B2AR arrestin = recruits beta-arrestin to the human beta2-adrenergic receptor; beta-arrestin recruitment to beta2AR, cell-based reporter; Potency, µM (series often up to 46.1 µM), without a hit: at the top dose activation, usual class: activators; actives 0.02% (n = 330,000); AID 492947;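 also: potency is read from the fitted curve at half-maximal effect; 0% = DMSO controls and full agonism = EC100 isoproterenol or metaproterenol; nearly all actives have a fitted effect of over 65% in size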
# TCR act = activates T cell receptor signaling | primary human leukocytes, anti-CD3, IL-2 HTRF, 48 h | Potency, µM (doses to about 9.22 µM), for the others: at the top dose activation of IL-2 secretion, actives largely listed as activators | 330,000 tested, under 10 active | AID 504894; also: % of control where 0% means no effect
#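 Primary human leukocytes receive a-CD3 beads and test compound and are incubated 48 hr. Secreted IL-2 is then assayed by HTRF, measuring 665nm acceptor emission after 320nm excitation of the europium donor.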
# ELG1 DNA repair = ELG1-dependent DNA repair inhibition | AID 504467 | HEK293T ELG1-luciferase reporter, luminescence, 16 h; DNA damage induced by 5-fluorouridine | actives 2.3% (n = 330,000) | Potency, µM (top dose mostly 46.1 µM), for the others: at the top dose activity change, negative = inhibition, most hits filed as inhibitors; also: potency is read from the fitted curve at half-maximal effect; % is scaled to controls: 0 for no effect and ±100 for the full control effect; nearly all actives have a fitted effect of over 55% in size
#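 Overnight (16 hr) co-exposure of 2,000 cells/well to 5-fluorouridine and compound at 37 °C preceded detection. Luciferase was quantified via ONE-Glo luminescence; loss of signal denotes inhibition.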
# USP2a inh = USP2a (human) protease inhibition; O75604; USP2 core, Ub-CHOP2 coupled fluorogenic reporter, 485/531; Potency, µM (series often up to 38.3 µM), without a hit: top-dose activity change, negative = inhibition, usual class: inhibitors; actives 0.01% (n = 330,000); AID 463254;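 also: potency is read from the fitted curve at half-maximal effect; plate controls were DMSO wells for no effect and full inhibition by NEM control for full effect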
# Target sequence (O75604 whole entry, looked up): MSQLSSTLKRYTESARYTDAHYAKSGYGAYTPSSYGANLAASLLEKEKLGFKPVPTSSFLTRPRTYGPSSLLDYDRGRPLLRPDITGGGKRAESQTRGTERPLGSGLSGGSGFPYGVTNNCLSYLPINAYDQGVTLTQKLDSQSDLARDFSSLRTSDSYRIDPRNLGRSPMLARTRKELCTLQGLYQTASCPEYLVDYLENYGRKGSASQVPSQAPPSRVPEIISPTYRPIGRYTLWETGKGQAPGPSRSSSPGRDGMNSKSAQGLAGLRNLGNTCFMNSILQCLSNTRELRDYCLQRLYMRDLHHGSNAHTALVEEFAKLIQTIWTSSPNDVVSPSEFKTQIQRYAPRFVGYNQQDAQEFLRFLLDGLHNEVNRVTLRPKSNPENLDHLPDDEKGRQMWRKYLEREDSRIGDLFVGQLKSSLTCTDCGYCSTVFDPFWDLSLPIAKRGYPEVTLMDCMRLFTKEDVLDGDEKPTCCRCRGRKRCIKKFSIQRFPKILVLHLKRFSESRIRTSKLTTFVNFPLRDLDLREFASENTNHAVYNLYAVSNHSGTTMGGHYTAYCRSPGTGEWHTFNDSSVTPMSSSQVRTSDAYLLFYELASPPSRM
#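 USP2 core (10nM final) preincubated 30min RT with compound in 20mM Tris-HCl pH 8.0, 2mM CaCl2, 2mM beta-mercaptoethanol, 0.05% CHAPS; 25nM Ub-CHOP2 plus 25nM reporter substrate added, fluorescence (Ex485/Em531) read after 60min.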
# uPA surface inh = inhibitors of cell surface uPA generation; AID 540303; Potency, µM (doses to about 38.3 µM), inactives show top-dose activity change, negative = inhibition, hits mostly inhibitors; actives 0.31% (n = 330,000); cell surface uPA generation assay, qHTS; active = well fitted inhibition curve with a large enough effect; inconclusive = small, poorly fitted or top-dose-only effect; inactive = no such curve, though single readings can be large or run the other way; tested in mouse RAW 264.7 cells; also: potency is read from the fitted curve at half-maximal effect; % is scaled to controls: 0 for no effect and ±100 for the full control effect; nearly all actives have a fitted effect of over 55% in size
# Numbers without * were called inactive; ? = inconclusive; · = not tested or not shown; [ ] = dose if it differs, or a comment. Unless noted, calls follow the shape of the dose curve; as a rule, active = well fitted curve in the direction sought with a large enough effect; inconclusive = small, poorly fitted or top-dose-only effect, or another doubt; inactive = no such curve, though single readings can be large; an effect the other way counts as inactive or inconclusive. Compounds as they come, and some 3% of all compounds hit somewhere here.
SMILES,BCR signal inh,TSHR antagonist,Mito fusion yeast,Eya2 phos inh,TSG101-PTAP inh,Tb PFK inh,B2AR arrestin,TCR act,ELG1 DNA repair,USP2a inh,uPA surface inh
O=C(NCCc1c[nH]c2ccccc12)c1ccc(Br)o1,?,-11,·,-14%,-4%,-2%,-1.1%,-3%,?,0%,4%
COP(=O)(c1ccc(N(C)C)cc1)C(O)c1ccccc1 (stereo unspecified),?,5,8%,-28%,0%,4%,-0.8%,-3%,14%,2%,7%
Cc1cc(C)n(-c2ccc(OCC(=O)O)nn2)n1,2%,3,1%,11%,0%,-4%,0.3%,-2%,17%,2%,7%
CCC(c1nnnn1C(C)(C)C)N(Cc1ccco1)Cc1cc2cccc(C)c2[nH]c1=O (stereo unspecified),-6%,14,11%,3%,-1%,4%,0.2%,-15%,?,0%,2%
O=C(Nc1ccc(F)cc1)N(Cc1ccco1)Cc1cc2cc3c(cc2[nH]c1=O)OCO3,?,-8,0%,-3%,-10%,-3%,2.9%,7%,23µM*,2%,-7%
CC(C)NS(=O)(=O)c1ccc(OCC(=O)Nc2cccc(F)c2)cc1,1%,21,3%,-4%,0%,-3%,-0.2%,2%,4%,3%,?
O=[N+]([O-])c1ccc(N2CCC(O)CC2)nc1,-1%,17,-5%,-2%,-10%,-1%,-1.6%,5%[46.1 µM],0%,1%,4%
CCc1nc(Nc2ccc(OC)cc2OC)c2oc3ccccc3c2n1,?,-15,-12%,12%,-1%,3%,0.4%,-3%,-24%,3%,2%
CCCc1cc(=O)oc2cc(OCC(=O)NC(Cc3c[nH]c4ccc(O)cc34)C(=O)O)c(Cl)cc12 (stereo unspecified),7%,-7,3%,7%,-5%,-3%,0.2%,4%,-15%,3%,-1%
COc1ccc(NC(=O)CN(C)C(=O)Cn2c(=O)oc3ccccc32)cc1,?,6,3%,7%,-6%,9%,-0.9%,·,7%,0%,-3%

# Compound profiles, from the list above. Screens in order: BCR signal inh, TSHR antagonist, Mito fusion yeast, Eya2 phos inh, TSG101-PTAP inh, Tb PFK inh, B2AR arrestin, TCR act, ELG1 DNA repair, USP2a inh, uPA surface inh
# Results for CCCc1cc(=O)oc2cc(OCC(=O)NC(Cc3c[nH]c4ccc(O)cc34)C(=O)O)c(Cl)cc12 (stereo unspecified) → 7%, -7, 3%, 7%, -5%, -3%, 0.2%, 4%, -15%, 3%, -1%
# Results for CC(C)NS(=O)(=O)c1ccc(OCC(=O)Nc2cccc(F)c2)cc1 → 1%, 21, 3%, -4%, 0%, -3%, -0.2%, 2%, 4%, 3%, ?

# Next section
SMILES,BCR signal inh,TSHR antagonist,Mito fusion yeast,Eya2 phos inh,TSG101-PTAP inh,Tb PFK inh,B2AR arrestin,TCR act,ELG1 DNA repair,USP2a inh,uPA surface inh
CN(c1ccc(Cl)cc1)c1cc(=O)n(C)c2ccccc12,-7%,-17,21%,-8%,-6%,0%,-1.1%,-5%,?,0%,-11%
O=C(N/N=C1\CCS(=O)(=O)c2ccc(F)cc21)c1ccc([N+](=O)[O-])cc1,3%,4,-17%,-1%,-5%,5%,0.0%,4%,-6%,4%,-5%
CCn1cc(C(=O)N[C@@H](CCSC)C(=O)NCCN2CCOCC2)c(=O)c2cc3c(cc21)OCO3,0%,5,-2%,-18%,-2%,-2%,-1.0%,6%,10%,-1%,-4%
O=C(NCc1cccnc1)c1noc2c1CCCC2,2%,8,-5%,-4%,·,-2%,0.3%,·,9%,1%,14%
CC(=O)C1=C(C)NC(=O)CC1c1ccc(Br)cc1 (stereo unspecified),3%,-3,-5%,-2%,-1%,-1%,-0.2%,4%,9%,5%,-4%
O=C(CSc1nnc(CN2CCCC2)n1-c1ccc(F)cc1)c1ccc2c(c1)OCO2,2%,-1,-12%,-13%,-10%,2%,0.2%,3%,6%,2%,-5%
CC1CCN(S(=O)(=O)CCNC(=O)c2ccc(F)cc2)CC1,1%,15,-3%,-33%,-1%,-10%,0.4%,0%,7%,-1%,-1%
Cc1cccc(NC(=O)c2cc(Cl)nc3ccccc23)c1,-2%,-1,1%,0%,-6%,2%,-0.6%,-2%,-6%,0%,2%
Cc1cc2n(n1)C(c1ccc3c(c1)OCO3)Nc1ccccc1-2 (stereo unspecified),7%,3,-5%,3%,-5%,-1%,0.4%,-1%,11%,-1%,-6%
COc1cc(/C=N/NC(=O)COc2ccccc2C)ccc1OC(=O)c1cccs1,-1%,-3,2%,9%,1%,1%,3.7%,5%,3%,6%,0%
O=C(O)CNC(=O)/C(=C/c1ccco1)NC(=O)/C=C/c1ccccc1,-1%,4,-1%,1%,0%,3%,-0.5%,1%[46.1 µM],0%,2%,2%
Cc1nc(CN2CCN(C(=O)CCc3nnc(Cc4c[nH]c5ccccc45)o3)CC2)cs1,4%,-2,-2%,-3%,-5%,1%,-1.0%,-3%,-2%,1%,1%
Cc1cccc(S(=O)(=O)N(CC(=O)Nc2ccccc2C)Cc2ccco2)c1,-14%,-11,3%,-36%,-3%,4%,3.7%,0%,-11%,4%,11%
O=C(CN1CCN(C(=O)C2CCCO2)CC1)Nc1ccc(Cl)cc1 (stereo unspecified),0%,6,-3%,-23%,·,-2%,0.2%,0%,-3%,-4%,7%
C=CCN1C2=NCCCN2c2ccccc21,8%,-4,-1%,?,-2%,-2%,-0.9%,-8%,2%,9%,2%
C=CCc1cccc(/C=N/NC(=O)CCC(=O)Nc2ccc(C)cc2)c1O,3%,1,-3%,1%,-1%,3%,-2.3%,-2%[46.1 µM],-32%,5%,-13%
Cc1ccsc1/C=N\NC(=O)c1n[nH]c2c1CCC2,?,18,-2%,-1%,-1%,-9%,-0.4%,-5%[46.1 µM],?,4%,-17%
Cc1ccc(OCC(=O)Nc2ccc(S(=O)(=O)N3CCN(C)CC3)cc2)cc1,2%,-10,-5%,-11%,-3%,-12%,5.0%,2%[46.1 µM],-16%,-1%,1%
CC(=O)NC12CC3CC(C)(C1)CC(NC(C)=O)(C3)C2,5%,5,-2%,34%,·,-2%,0.2%,·,15%,4%,8%
CCCCOc1ccc(Nc2nc(C)cc(C)c2C#N)cc1,10%,-13,3%,4%,-9%,-8%,-0.4%,2%[46.1 µM],-14%,1%,6%
CC1CCN(c2oc(-c3ccc(F)cc3)nc2C#N)CC1,5%,-14,5%,0%,-2%,5%,0.7%,-4%,?,0%,-12%
S=C(NC1CCCC1)N1CCN(c2ncccn2)CC1,2%,-5,-1%,13%,0%,2%,0.1%,-2%,1%,0%,-5%
Cn1cc(-c2ccccc2C(N)=O)c(=O)c2cc(Cl)ccc21,6%,6,-2%,16%,0%,-3%,-0.6%,-11%,-1%,3%,0%
O=c1cc(N2CCc3ccccc32)[nH]c(=O)n1Cc1ccc(F)cc1,2%,-7,6%,0%,-1%,0%,0.2%,-2%,5%,3%,0%
CC[C@]12c3[nH]c4ccc(Cl)cc4c3CCN1C(=O)[C@@H](CC(=O)NCCCN(C)C)C[C@@H]2C(=O)N1CCN(C(=O)c2ccco2)CC1,2%,20,·,-4%,-3%,2%,2.4%,1%[46.1 µM],24%,3%,6%
CCN(CC)C(=O)C1=C(C)Nc2nc3ccccc3n2C1c1cccc(OC)c1 (stereo unspecified),-24%,17,1%,0%,-3%,2%,-0.1%,-22%,-10%,7%,-2%
COc1ccc(C(=O)NNC(=O)CSc2nnc(C)n2C)cc1,-2%,23,8%,-7%,-5%,1%,-0.1%,1%,-9%,-1%,11%

# 5 compounds from above, showing only uPA surface inh:
mol	uPA surface inh
Cn1cc(-c2ccccc2C(N)=O)c(=O)c2cc(Cl)ccc21	0%
O=c1cc(N2CCc3ccccc32)[nH]c(=O)n1Cc1ccc(F)cc1	0%
CC[C@]12c3[nH]c4ccc(Cl)cc4c3CCN1C(=O)[C@@H](CC(=O)NCCCN(C)C)C[C@@H]2C(=O)N1CCN(C(=O)c2ccco2)CC1	6%
CCN(CC)C(=O)C1=C(C)Nc2nc3ccccc3n2C1c1cccc(OC)c1 (stereo unspecified)	-2%
COc1ccc(C(=O)NNC(=O)CSc2nnc(C)n2C)cc1	11%

# Compound activity (PubChem BioAssay)
